Screening data as filed in PubChem BioAssay.
TbREL1 primary = TbREL1 inhibition, primary screen. P86926. TbREL1 RNA ligation, FRET fluorescence. inhibition, % at 9.66 µM. hit rate 0.49% among 89,000. AID 1117264;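 active means inhibition above the mean inhibition across all screened compounds plus 3 SD, cut at about 11% in these data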;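 further: 0% = plate median of test wells and 100% = NSC42067 control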
Target sequence (P86926 whole entry, looked up): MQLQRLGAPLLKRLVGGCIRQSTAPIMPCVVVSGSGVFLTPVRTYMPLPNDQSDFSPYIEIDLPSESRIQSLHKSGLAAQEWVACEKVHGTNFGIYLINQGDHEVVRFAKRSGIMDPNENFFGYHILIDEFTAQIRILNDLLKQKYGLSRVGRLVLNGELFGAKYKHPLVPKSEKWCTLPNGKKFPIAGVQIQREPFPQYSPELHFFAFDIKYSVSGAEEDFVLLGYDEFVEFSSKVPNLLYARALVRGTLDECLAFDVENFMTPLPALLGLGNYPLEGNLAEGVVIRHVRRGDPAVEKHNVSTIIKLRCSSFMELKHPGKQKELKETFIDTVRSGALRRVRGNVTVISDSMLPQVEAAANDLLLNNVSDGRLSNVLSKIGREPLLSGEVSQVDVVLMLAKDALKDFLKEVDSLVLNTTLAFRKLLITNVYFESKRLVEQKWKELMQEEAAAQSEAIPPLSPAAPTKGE
Active calls of the source: *. A portion of the library. The share of hits here may be higher or lower than overall.

SMILES	TbREL1 primary
Cc1ccc(NC(=O)C2CCN(c3nc(C)cc(C)n3)CC2)cc1	-1
COc1cccc(C(C)(O)c2nc(-c3ccc(Cl)cc3)cs2)c1 (stereo not drawn)	3
COC(=O)C1=C(C(=O)OC)[C@@H]2N(C)c3ccccc3[C@@]23C[C@@H](C(=O)OC)N(C(=O)CC(C)C)C3=N1	3
O=c1c(C=NCCCO)c(-c2ccccc2)[nH]n1-c1nc2ccccc2s1	-2
Cn1c(=O)c2c(nc(CN3CCC(Cc4ccccc4)CC3)n2CCN2CCOCC2)n(C)c1=O	1
COc1cccc(C2N(c3cccc(Cl)c3)C(=O)C3CCCN32)c1 (stereo not drawn)	1
Cc1ccc(CNc2nc(N)c([N+](=O)[O-])c(Nc3ccc(F)cc3)n2)cc1	2
CCCC(=O)c1cc(F)c(N2CCOCC2)cc1C	0
O=C(CNC(=O)N1CC(=O)Nc2ccccc21)NCc1ccc(Cl)cc1	3
COc1ccc(CN2CCc3ccccc3C2)c(OC)c1	3
O=C(Nc1ccc(Cl)c(Cl)c1)Nc1nc(-c2ccccc2)cs1	2
Cc1cccc(Cn2nc(C)c(NC(=O)c3ccc(F)cc3)c2C)c1	-3
S=C(NCc1ccc(Cl)c(Cl)c1)NCc1ccco1	-1
CCOC(=O)c1ccc(N2C(=O)CC(N3CCC(O)(c4ccc(Br)cc4)CC3)C2=O)cc1 (stereo not drawn)	5
Cn1c(=O)c2c(ncn2CC(=O)OCC(=O)NCc2ccccc2Cl)n(C)c1=O	1
CCn1c(SCC(=O)Nc2ccc(S(N)(=O)=O)cc2)nnc1-c1cccc(OC)c1	0
Clc1ccc(Oc2nc(Oc3ccc(Cl)cc3)nc(N3CCOCC3)n2)cc1	5
CCOC(=O)C1(C)CCCN(C(=O)c2ccc(OC(F)F)cc2)C1 (stereo not drawn)	0
COCCCNC(=O)C[C@H]1C[C@@]2(C(=O)OC)C(=C[C@H](COCc3ccccc3)O[C@@H]2C)N(Cc2cccc3ccccc23)C1=O	-3
COc1cccc(/C=C/C(=O)Oc2ccc(C(=O)c3ccc(F)cc3)cc2)c1	1
O=c1[nH]ncc(NCCCO)c1Cl	2
CCOc1ccc(S(=O)(=O)Nc2cc(OC)c(OC)cc2C(=O)O)cc1	1
Cc1cc(-c2c(C)[nH]n(-c3ccc(Cl)cc3)c2=O)n(-c2ccccc2)n1	-2
COc1cccc(NC(=O)C2(C)CCN2C(=O)Cc2ccc(C(C)C)cc2)c1 (stereo not drawn)	-3

Next section, starting with the last three of the part before.
SMILES	TbREL1 primary
CCOc1ccc(S(=O)(=O)Nc2cc(OC)c(OC)cc2C(=O)O)cc1	1
Cc1cc(-c2c(C)[nH]n(-c3ccc(Cl)cc3)c2=O)n(-c2ccccc2)n1	-2
COc1cccc(NC(=O)C2(C)CCN2C(=O)Cc2ccc(C(C)C)cc2)c1 (stereo not drawn)	-3
O=S(=O)(NCCNS(=O)(=O)c1c(F)cccc1F)c1ccc2c(c1)OCCO2	2
COc1ccc(CCNC(=O)c2ccc(N3CCCC3=O)cc2)cc1	0
COc1ccc(S(=O)(=O)N2CC(C)OC(C)C2)cc1C(=O)N1CCCCC1 (stereo not drawn)	-2
Oc1c(Br)cc(C2N=C(c3ccccc3)NO2)cc1Br (stereo not drawn)	3
CCc1ccc(N(C(=O)CCC(=O)Nc2cc(C)on2)C(C(=O)NC(C)(C)C)c2ccc(OC)cc2)cc1 (stereo not drawn)	-1
O=C(COC(=O)CCSc1ccc(Cl)cc1)NCCc1ccccc1	-1
CCn1cc(CNC(=O)c2cc(-c3ccccc3OC)nc3ccccc23)c(C)n1	-1
CCN1CCN(C(=O)C2CCN(Cc3nc(-c4cccc(Cl)c4)oc3C)CC2)CC1	-1
CCOc1ccc(OCCC(=O)OCC(=O)Nc2cc(S(=O)(=O)N3CCOCC3)ccc2C)cc1	-1
Cc1cc(C(F)F)n2nc(C(=O)Nc3ccccc3Br)nc2n1	0
COc1cc(C(=O)O)nc2ccc([N+](=O)[O-])cc12	4
Cc1ccc(C)c(NCCCCCCCC(=O)O)c1	-5
Cc1ccc(NC(=O)CSc2nc(-c3ccco3)cc(C(F)(F)F)n2)cc1C	1
OC(c1ccc(F)cc1)c1nc(-c2ccncc2)cs1 (stereo not drawn)	0
CCc1ccc(-n2c(SCC(=O)c3ccc4c(c3)NC(=O)CO4)nc3ccccc3c2=O)cc1	1
COc1ccccc1N1CCN(C(=O)N2CCOCC2)CC1	-3
O=C(NC1CCCC1)C(c1ccco1)N(C(=O)c1ccco1)c1ccc(F)cc1 (stereo not drawn)	-1
CC(C)Oc1ccc(C(=O)NCCNC(=O)c2ccco2)cc1	-7
CN(Cc1ccccc1)C(=O)c1[nH]cnc1C(=O)NC1CCN(C(=O)OC(C)(C)C)CC1	1
CC(=O)Nc1ccc(S(=O)(=O)N2CCN(C(C)CCc3ccccc3)CC2)cc1 (stereo not drawn)	-1
O=C(NCC(=O)N(c1ccccc1)C(C(=O)NC1CCCCC1)c1cccnc1)c1ccco1 (stereo not drawn)	-1
C/C(=N\NC(=O)Cn1cc([N+](=O)[O-])cn1)c1ccco1	2
Cc1nn(-c2cccc(C(F)(F)F)c2)c(Cl)c1/C=N/n1cnnc1	-2
CCN(CC)C(=O)[C@H]1C[C@H](CC(=O)NCCCOC)C(=O)N2CCc3c([nH]c4cc(-c5ccco5)ccc34)[C@]12C	-4
CCCN(C(=O)Cc1coc2cc(C)c(C)cc12)c1c(N)n(Cc2ccccc2)c(=O)[nH]c1=O	-1
Cc1ccccc1Cn1cc(S(=O)(=O)CC(=O)Nc2nccs2)c2ccccc21	6
COc1c(C)cc(C(=O)C2CCCN(S(=O)(=O)N(C)C)C2)cc1C (stereo not drawn)	-3
CCOC(=O)C1CCN(C(=O)C(C)(C)NC(=O)Nc2ccc(N(C)C)cc2)CC1	4
Cc1cc(C)c(NC(=O)C2CC(=O)N(C3CCCC3)C2)c(C)c1 (stereo not drawn)	-1
C1=C(c2ccccc2)CCN(c2nc3ccccc3n3cnnc23)C1	2
Cc1nn(CC(=O)NCc2ccc(OC(C)C)cc2)c(=O)c2cc3occc3n12	-1
O=C(N/C(=C\c1cccc(Br)c1)C(=O)N1CCOCC1)c1ccco1	1
C=C[C@@H]1c2ccccc2N(S(=O)(=O)c2ccc(C)cc2)[C@H](c2ccc(C(F)(F)F)cc2)C1(C#N)C#N	0
CCOC(=O)C1CCN(C(=O)C2CCC(=O)N(Cc3cccc(C(F)(F)F)c3)C2)CC1 (stereo not drawn)	-1
COc1cccc(C(=O)OCC(=O)N2CCC(Cc3ccccc3)CC2)c1OC	-1
CCOc1ccc(NC(=O)N(O)C2(C#N)CCCCC2)cc1	-1
CNC(=O)C1CC(=O)N(c2ccc(OCC(=O)Nc3ccc(F)cc3)cc2)C1 (stereo not drawn)	0
CCC(=O)N1CCc2cc(S(=O)(=O)CCC(=O)N(C)c3ccc(OC)cc3OC)ccc21	1
CCN1C(N(C)CCc2cccs2)=N[C@@H](c2ccccc2)C(C(=O)OC)=C1C	9
C#Cc1ccc([C@H]2C=C(C(=O)N3CCOCC3)O[C@@H](OCc3ccc(CO)cc3)C2)cc1	8
COc1ccc(S(=O)(=O)Nc2ccccc2OC)cc1NC(=O)CC1CC2CCC1C2 (stereo not drawn)	-2
CCC(C)(C)N(C(=O)CCC(=O)Nc1cc(C)on1)C(C(=O)NC(C)(C)C)c1ccc(OC)cc1 (stereo not drawn)	-2
CC(C)C[C@H]1CN([C@@H](Cc2ccccc2)CN2CCC[C@@H]2CN2C(=O)C(=O)NC[C@@H]2Cc2ccc(O)cc2)C(=O)C(=O)N1CC1CCCCC1	-1
O=C(Nc1ccc2nc3n(c(=O)c2c1)CCCCC3)c1cc([N+](=O)[O-])ccc1F	5
O=C(COc1ccccc1Cl)NCCNC(=O)c1cnccn1	-1
CC1CCN(C(=S)Nc2ccc(F)cc2)CC1	-1
Cn1c(=O)[nH]c(=O)c2c1nc(Sc1ccccc1)n2CCc1ccccc1	-1
COc1cccc(CC(=O)NNC(=O)c2ccc3c(c2)OCO3)c1	-1
CC(=O)NS(=O)(=O)c1ccc(N=c2ssc3c2-c2cc(C)ccc2NC3(C)C)cc1	-3
COc1ccc(/C(O)=C2\C(=O)C(=O)N(c3cc(C)on3)C2c2cccc(OC)c2OC)cc1C (stereo not drawn)	-4
Fc1ccc(C2=Nn3c(nnc3C3CCCCC3)SC2)cc1	-2
CC(=O)N1CCc2cc(S(=O)(=O)NC(C)c3ccccc3)ccc21 (stereo not drawn)	4
Cc1c(/C=N/n2cnnc2)c2ccccc2n1CCOc1ccc(Cl)cc1	6
Cc1ccc(/C(N)=N/OC(=O)c2ccc(F)cc2)cc1	2
Cc1c(/C(Cc2ccccc2)=N/O)c2ccccc2n1C	-2
CC(C)C[C@@H](CO)N1CCN(CCc2ccccc2)CCC1=O	-4
Cc1ccc(CNC(=O)c2ccc(F)c(S(=O)(=O)N3CCOCC3)c2)cc1	1
COc1ccc(Cc2nnc(NC(=O)CSc3ccc(C)cc3)s2)cc1OC	-1
CC(=O)Oc1ccc(Oc2ccc(-c3noc(C)n3)cc2)cc1	-1
CC(=O)c1cccc(NC(=O)C(C)OC(=O)CCCN=C2NS(=O)(=O)c3ccccc32)c1 (stereo not drawn)	2
Next section.
SMILES	TbREL1 primary
O=S(=O)(Nc1ccccc1N1CCCCC1)c1ccccc1	0
O=C(/C=C/c1cccc([N+](=O)[O-])c1)NCCSCc1cccc(Cl)c1	7
COC(=O)C1=C(C)N(Cc2ccccc2C(F)(F)F)C(=NCc2ccc(C(F)(F)F)cc2)NC1c1ccc(Cl)cc1 (stereo not drawn)	12*
CC1CCN(S(=O)(=O)c2ccc(NC(=O)[C@@H]3CCCC[C@@H]3C(=O)O)cc2)CC1	1
CCN1CCN(C(=O)Cn2ncc3ccsc3c2=O)CC1	2
CCOC(=O)c1ccc(NC(=O)Nc2c(C)nn(C)c2C)cc1	-2
COc1c(C)cccc1C(=O)Nc1cc(-c2nn3c(C)nnc3s2)ccc1C	-3
Cc1cc2nc3n(c2cc1C)CC1CC(C(=O)NCc2cccc(Br)c2)N(C)C31 (stereo not drawn)	0
CCSc1nnc(NC(=O)C2CCCN(S(=O)(=O)c3cnc[nH]3)C2)s1 (stereo not drawn)	8
O=C(CCCN1C(=O)c2ccccc2C1=O)Nc1c2c(nc3c1CCC3)CCC2	-2
C=Cn1cc[n+](CC(=O)c2ccc(C)cc2)c1	-2
OC(c1ccc(F)cc1)c1nc(-c2ccoc2)cs1 (stereo not drawn)	4

Part of the list above in order of length of the SMILES, smallest number first:
SMILES	TbREL1 primary
OC(c1ccc(F)cc1)c1nc(-c2ccoc2)cs1 (stereo not drawn)	4
CCN1CCN(C(=O)Cn2ncc3ccsc3c2=O)CC1	2
O=S(=O)(Nc1ccccc1N1CCCCC1)c1ccccc1	0
Cc1ccc(/C(N)=N/OC(=O)c2ccc(F)cc2)cc1	2
CC(C)C[C@@H](CO)N1CCN(CCc2ccccc2)CCC1=O	-4
Cc1c(/C=N/n2cnnc2)c2ccccc2n1CCOc1ccc(Cl)cc1	6
COc1c(C)cccc1C(=O)Nc1cc(-c2nn3c(C)nnc3s2)ccc1C	-3
CCSc1nnc(NC(=O)C2CCCN(S(=O)(=O)c3cnc[nH]3)C2)s1 (stereo not drawn)	8
O=C(CCCN1C(=O)c2ccccc2C1=O)Nc1c2c(nc3c1CCC3)CCC2	-2
O=C(/C=C/c1cccc([N+](=O)[O-])c1)NCCSCc1cccc(Cl)c1	7
Cc1cc2nc3n(c2cc1C)CC1CC(C(=O)NCc2cccc(Br)c2)N(C)C31 (stereo not drawn)	0
CC(=O)c1cccc(NC(=O)C(C)OC(=O)CCCN=C2NS(=O)(=O)c3ccccc32)c1 (stereo not drawn)	2
CC1CCN(S(=O)(=O)c2ccc(NC(=O)[C@@H]3CCCC[C@@H]3C(=O)O)cc2)CC1	1
COC(=O)C1=C(C)N(Cc2ccccc2C(F)(F)F)C(=NCc2ccc(C(F)(F)F)cc2)NC1c1ccc(Cl)cc1 (stereo not drawn)	12*

Remaining list, next part.
SMILES	TbREL1 primary
Cc1ccccc1OCCN1C(=O)NC2(CCCc3ccccc32)C1=O (stereo not drawn)	-3
N#Cc1ccccc1OCC(=O)NC(=O)NCc1ccco1	0
CN(C)C=NC(=O)/C(C#N)=C1\CCc2ccccc2N1	-1
COc1ccc(CN(C)C(=O)c2cccc(S(=O)(=O)N3CCCc4ccccc43)c2)c(OC)c1OC	-3
Cc1cc(OCC(=O)NNC(=O)c2cnccn2)cc(C)c1Cl	4
COc1ccc([C@H]2[C@H](C(C)=O)N3N=Cc4ccccc4C3C23C(=O)OC(C)(C)OC3=O)cc1 (stereo partly drawn)	-1
Cc1ccc2nc(Nc3nc(CSc4nnnn4-c4ccccc4)cc(=O)[nH]3)nc(C)c2c1	7
CCCNC(=O)c1nc(C)n(-c2cc(Cl)ccc2Cl)n1	3
CCN(CC)C(=O)COc1ccc2oc(C)c(C(=O)OC(C)C)c2c1	-6
O=C(O)CC1(CC(=O)Nc2ccc(F)cc2F)CCCCC1	0
O=C(NCc1ccccc1)[C@@H]1CSC2c3ccccc3C(=O)N21 (stereo partly drawn)	18*
COc1ccc(CC(=O)N(C)Cc2ccc(Cl)cc2)cc1S(=O)(=O)N1CCOCC1	0
COc1ccc(C2CC3(CC(C)(C)NC(=O)N3)Oc3cc(O)ccc32)cc1 (stereo not drawn)	7
CCN(CC(=O)NC(=O)NCc1ccccc1)CC(=O)Nc1cc(Cl)ccc1C	-1
Cc1ccc(S(=O)(=O)c2c(N)n(Cc3ccco3)c3nc4ccccc4nc23)cc1	-2
Cc1ccc(NC(=O)C(c2ccccc2)c2ccccc2)c(O)c1	2
COc1ccc(-n2c(COc3ccc(Cl)cc3)nnc2SCC(=O)Nc2ccc3c(c2)OCO3)cc1	-4
Cc1cc(NC(=O)c2c([N+](=O)[O-])cnn2C)no1	1
CCOC(=O)Nc1ccc2c(CN3C(=O)NC(CC)(CC)C3=O)cc(=O)oc2c1	-1
Cc1ccc(S(=O)(=O)C(NC(=O)c2ccccc2)=C(Cl)Cl)cc1	0
